Screening results deposited in PubChem BioAssay by Emory University Molecular Libraries Screening Center.
14-3-3g Raf: modulators of 14-3-3 gamma protein binding, primary screen, biochemical, fluorescence polarization | 14-3-3 protein gamma (Homo sapiens), P61981 | FP, 14-3-3gamma / TMR-pS259-Raf peptide binding | inhibition, % at 40 µM | 160,000 tested, 0.19% active; in the data active means inhibition above about 30%;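 further: 0% = protein plus tracer without compound and 100% = blank with tracer alone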
Target sequence (P61981 whole entry, looked up): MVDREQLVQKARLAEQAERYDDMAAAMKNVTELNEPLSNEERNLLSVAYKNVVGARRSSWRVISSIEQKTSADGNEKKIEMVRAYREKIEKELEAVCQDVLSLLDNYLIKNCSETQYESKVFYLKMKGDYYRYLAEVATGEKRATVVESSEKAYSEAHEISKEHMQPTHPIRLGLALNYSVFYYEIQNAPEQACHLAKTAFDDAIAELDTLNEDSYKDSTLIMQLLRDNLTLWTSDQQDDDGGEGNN
An asterisk follows results filed as active; & = joins results of further samples.

cpd	molecule	14-3-3g Raf
1	O=c1c2cc(I)ccc2nc(C=Cc2ccccc2O)n1-c1ccccc1	9.9
2	COc1ccc(CN2CCN(Cc3ccc(Cl)cc3)CC2)cc1Br	4.0
3	Nc1ccc(C2(c3ccc(N)cc3)CN3CCC2CC3)cc1	-4.7
4	CCOC(=O)c1cc(CC)sc1N=CC1C(=O)NC(=S)NC1=O	-243.6
5	O=C(C1CC1)N1CCc2cc(Br)cc(S(=O)(=O)N3CC4CC(C3)c3cccc(=O)n3C4)c21 (stereo unspecified)	-5.7
6	O=C(c1ccccc1)N(c1ccc(Cl)cc1)C1CN2CCC1CC2 (stereo unspecified)	4.9
7	CCn1c(=N)n(Cc2ccccc2F)c2ccccc21	6.3
8	COC(=O)c1c(N)n(Cc2ccc3c(c2)OCO3)c2nc3ccccc3nc12	-6.8
9	CC(C)C1(C)N=C(c2ncccc2C(=O)O)NC1=O (stereo unspecified)	4.8
10	COc1ccc2c(c1)/C(=C/c1cnc[nH]1)C(=O)N2	0.7
11	CCOC(=O)C1=C(N)OC2=C(C(=O)CCC2)C12C(=O)N(CC(=O)OC)c1ccccc12 (stereo unspecified)	3.5
12	CCCN(CCC)C1Cc2cc(OC)c(OC)cc2C1	-1.4
13	CCCN1CCC[C@@H](c2cccc(O)c2)C1	4.9
14	CC1CCCN(C(=O)c2ccc(N3CC4CC(C3)c3cccc(=O)n3C4)c([N+](=O)[O-])c2)C1 (stereo unspecified)	-0.2
15	O=C1NC(=O)[C@]2(Cc3ccccc3N3CCN(c4ccccc4)CC32)C(=O)N1c1ccccc1 (stereo partly specified)	-7.1
16	N#CSCC(=O)N1c2ccccc2CCc2ccccc21	-9.9
17	COC(=O)C(O)(c1ccc(N(C)S(=O)(=O)c2ccccc2)cc1)C(F)(F)F (stereo unspecified)	4.5&-6.7
18	COC(=O)c1c(C)n(Cc2ccc3c(c2)OCO3)c2ccc(O)cc12	-6.2

Three entries from above, as labelled records:
#5 O=C(C1CC1)N1CCc2cc(Br)cc(S(=O)(=O)N3CC4CC(C3)c3cccc(=O)n3C4)c21 (stereo unspecified)
  14-3-3g Raf: -5.7

#14 CC1CCCN(C(=O)c2ccc(N3CC4CC(C3)c3cccc(=O)n3C4)c([N+](=O)[O-])c2)C1 (stereo unspecified)
  14-3-3g Raf: -0.2

#4 CCOC(=O)c1cc(CC)sc1N=CC1C(=O)NC(=S)NC1=O
  14-3-3g Raf: -243.6

Ordered by molar mass (ascending): 3 of the compounds above.
cpd	molecule	14-3-3g Raf
13	CCCN1CCC[C@@H](c2cccc(O)c2)C1	4.9
16	N#CSCC(=O)N1c2ccccc2CCc2ccccc21	-9.9
4	CCOC(=O)c1cc(CC)sc1N=CC1C(=O)NC(=S)NC1=O	-243.6

Along the list, from the results shown:
14-3-3g Raf, entries 10 to 14: 0.7, 3.5, -1.4, 4.9, -0.2

This is a subset (hit frequency here may not be typical).
